Pol beta inh – inhibitors of human DNA polymerase beta | P06746 | Pol beta primer extension/strand displacement, fluorescence kinetic | Potency, µM (series often up to 114 µM), inactives show at the highest dose activity change, negative = inhibition, most hits filed as inhibitors | hit rate 1.3% among 340,000 | AID 485314; note: potency is the fitted concentration of half-maximal effect; % is set by controls: 0 for no effect and ±100 for the full control effect
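Enzyme-only controls used 10 nM Pol beta; buffer lacking enzyme served as negative control. Compound preincubated 15 min, then 50 nM substrate added; 0 and 10 min reads at room temperature.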
Pol kappa inh – inhibitors of human DNA polymerase kappa; Q9UBT6; purified Pol kappa, fluorescent DNA synthesis assay, 10 min; Potency, µM (titrated, usually from 107 µM), inactives show top-dose activity, negative = inhibition, usual class: inhibitors; hit rate 0.53% among 400,000; note: potency is the fitted concentration of half-maximal effect; % is set by controls: 0 for no effect and ±100 for the full control effect
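Here, compound and 10 nM enzyme are combined for 15 min at room temperature; adding 50 nM substrate (final) starts DNA synthesis, tracked by fluorescence at 0 and 10 min against buffer-only wells.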
TRHR ag – activates the human TRH receptor; P34981; TRHR cells, calcium flux fluo-8, FDSS agonist mode; activation, % at 2 µM; hit rate 0.18% among 360,000; in the data active = activation above about 30%; note: 0% is about no effect
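Steps: seed TRHR cells overnight; add fluo-8 no-wash Ca dye, RT 30 min–1.5 h; record 10 s baseline; pin-transfer compounds; monitor fluorescence 1 cycle/s for the agonist window. Calcium increases flag candidate agonists.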
ERG-DNA inh – inhibitors of human ERG Ets domain-DNA interaction; P11308; fluorescence polarization, His-ERG Ets domain / labelled DNA; Potency, µM (titrated, usually from 76.9 µM), for inactives: at the top dose FP activity, negative = inhibition, usual class: inhibitors; hit rate 0.028% among 370,000; active = well fitted inhibition curve with a large enough effect in the polarisation, with a control signal flat; inconclusive = small, poorly fitted or top-dose-only effect, or effect the other way, or a change in a side signal; inactive = no such curve, though single readings can be large or run the other way; the % refers to the polarisation;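 note: polarization taken with two DNA probes labelled with fluorescein and Texas red; potency is the fitted concentration of half-maximal effect; % of control where 0% means no effect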
Target sequence (P11308 whole entry, looked up, the tested form may be a part): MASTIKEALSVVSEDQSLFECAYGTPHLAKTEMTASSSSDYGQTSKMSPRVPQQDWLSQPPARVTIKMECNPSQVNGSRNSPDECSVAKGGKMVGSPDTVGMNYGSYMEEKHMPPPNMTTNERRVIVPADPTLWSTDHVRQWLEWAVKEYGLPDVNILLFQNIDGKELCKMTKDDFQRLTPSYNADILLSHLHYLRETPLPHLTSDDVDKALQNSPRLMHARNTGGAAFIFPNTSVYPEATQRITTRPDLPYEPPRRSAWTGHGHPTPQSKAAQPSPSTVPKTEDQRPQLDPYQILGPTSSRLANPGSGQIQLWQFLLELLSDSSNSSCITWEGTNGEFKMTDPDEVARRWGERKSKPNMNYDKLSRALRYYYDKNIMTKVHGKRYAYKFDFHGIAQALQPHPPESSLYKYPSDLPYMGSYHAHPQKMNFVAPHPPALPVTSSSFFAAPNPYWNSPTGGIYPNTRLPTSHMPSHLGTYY
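His-tagged ERG Ets domain (1 uM in the protein solution; 300mM KCl, 50mM Tris-HCl, 1mM EDTA, 1mM DTT, pH 7.5) received compound, then a probe mix of 5 nM fluorescein-DNA and 100nM Texas-615-DNA. Fluorescence polarization was read for both dyes.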
BLM helicase inh – blocks DNA unwinding by human BLM helicase; P54132; recombinant BLM DNA unwinding, fluorescence dequenching; Potency, µM (doses to about 56.1 µM), without a hit: at the top dose activity change, negative = inhibition, hits mostly inhibitors; hit rate 0.2% among 350,000; AID 2528;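 note: potency is the fitted concentration of half-maximal effect; plate controls were vehicle for no effect and no enzyme for full effect; nearly all actives have a fitted effect of over 35% in size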
APE1 inh – blocks human APE1 abasic DNA cleavage; hit rate 0.35% among 350,000; Potency, µM (series often up to 65.8 µM), without a hit: at the top dose activity change, negative = inhibition, most hits filed as inhibitors; recombinant APE1, TAMRA/BHQ-2 abasic DNA cleavage fluorescence; P27695;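 note: potency is the fitted concentration of half-maximal effect; plate controls were vehicle for no effect and reference inhibitor for full effect; nearly all actives have a fitted effect of over 55% in size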
Target sequence (P27695 whole entry, looked up): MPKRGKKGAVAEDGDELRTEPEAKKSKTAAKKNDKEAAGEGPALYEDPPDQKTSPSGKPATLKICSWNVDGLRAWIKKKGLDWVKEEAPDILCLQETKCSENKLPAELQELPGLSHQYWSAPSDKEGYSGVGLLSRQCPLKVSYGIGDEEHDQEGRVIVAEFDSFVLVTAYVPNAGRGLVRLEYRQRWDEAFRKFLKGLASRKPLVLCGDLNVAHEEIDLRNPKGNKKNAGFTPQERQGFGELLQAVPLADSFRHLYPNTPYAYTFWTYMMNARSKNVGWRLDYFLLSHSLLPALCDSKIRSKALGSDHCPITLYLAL
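0.75 nM APE1 + cpd, 15 min RT; start w/ 50 nM TAMRA/BHQ-2 THF-abasic dsDNA; kinetic fluor 525/598 nm ×3 reads @60 s; Δ(read3−read1); normalized to DMSO and NSC13755 control wells.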
Pol iota inh – DNA polymerase iota (human) inhibition | Pol iota fluorescent replication assay, 10 min | Q9UNA4 | hit rate 1% among 390,000 | Potency, µM (highest dose often 115 µM), inactives show at the highest dose activity, negative = inhibition, hits mostly inhibitors; note: potency is the fitted concentration of half-maximal effect
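Pol iota at 10 nM preincubated 15 min with compounds at room temperature; reaction started with fluorescent substrate, 50 nM final. Fluorescence read kinetically at 0 and 10 min; buffer-only wells as negative control.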
ALOX12 inh – ALOX12 (human) lipoxygenase inhibition; P18054; purified 12hLO, xylenol orange hydroperoxide absorbance; Potency, µM (titrated, usually from 108 µM), without a hit: top-dose activity change, negative = inhibition, hits mostly inhibitors; hit rate 1.1% among 580,000; AID 1671190; note: potency is the fitted concentration of half-maximal effect; % is set by controls: 0 for no effect and ±100 for the full control effect
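Hydroperoxide product was detected by ferrous iron/xylenol orange as the 573 to 405 nm absorbance ratio. Arachidonic acid at 40 uM (final) was turned over for 30 min at room temperature by 150 nM human 12hLO, pH 7.0 Hepes buffer, after 15 min compound preincubation.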
Anesthetic bind – candidate novel general anesthetic via apoferritin binding. P02791. apoferritin/1-aminoanthracene competitive binding, fluorescence. Potency, µM (doses to about 77.5 µM), for inactives: at the highest dose activity change, negative = displacement, most hits filed as inhibitors. hit rate 0.074% among 350,000; note: potency is the fitted concentration of half-maximal effect; % is set by controls: 0 for no effect and ±100 for the full control effect; nearly all actives have a fitted effect of over 20% in size
Target sequence (P02791 2-175 limits assumed): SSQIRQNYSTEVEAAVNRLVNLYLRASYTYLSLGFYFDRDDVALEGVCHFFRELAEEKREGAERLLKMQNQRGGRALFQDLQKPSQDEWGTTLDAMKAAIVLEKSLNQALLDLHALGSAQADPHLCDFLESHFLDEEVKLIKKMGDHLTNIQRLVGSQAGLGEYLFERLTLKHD
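Steps: apoferritin (10 uM) was premixed with half-saturated 1-AMA in PBS, compounds were pin-transferred, plates stood 10 min at room temperature, fluorescence was read at 380/535 nm, and curves were fitted with a Hill equation.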
* hit, by the source's call; ? = inconclusive; nt = not tested or not shown; [ ] = another dose, or the depositor's remark. Unless noted, calls come from the whole dose curve; as a rule, active = well fitted curve in the direction sought with a large enough effect; inconclusive = small, poorly fitted or top-dose-only effect, or another doubt; inactive = no such curve, though single readings can be large; an effect the other way counts as inactive or inconclusive. An excerpt, so the mix of outcomes need not match the whole.

SMILES	Pol beta inh	Pol kappa inh	TRHR ag	ERG-DNA inh	BLM helicase inh	APE1 inh	Pol iota inh	ALOX12 inh	Anesthetic bind
CC1(C(=O)NCCCNc2ncc(C(F)(F)F)cc2Cl)C=CCN1C(=O)c1ccccc1 (stereo not drawn)	20%	4%	-0.2	117%[activator]	-4%	2%	11%	?	-7%
CC1(c2cccc(Br)c2)NC(=O)N(CC(=O)N2CCN(C(=O)c3ccco3)CC2)C1=O (stereo not drawn)	nt	3%	0.0	12%	nt	38%[activator]	-20%	86%[activator]	nt
CC1CCCCC12NC(=O)N(CC(=O)N1CCN(C(=O)c3ccco3)CC1)C2=O (stereo not drawn)	nt	-4%	-0.4	5%	nt	25%	-14%	-2%	nt
Cc1ccc(-c2nn3cnnc3c3ccccc23)cc1C	0%	-9%	0.7	-5%	2%	-1%	-28%	-1%	-19%
CCN(CC)S(=O)(=O)c1ccc(N(C)Cc2cccnc2)nc1	0%	-15%	0.5	-2%	-2%	-6%	7%	-29%	-21%
COc1ccc(CN2CCN(C(=O)c3ccc4c(c3)CCC4)CC2)cc1OC	nt	-16%	nt	2%	nt	17%	32%[activator]	193%[activator]	nt
COc1ccc(NC(=O)CN(C)S(=O)(=O)c2ccc(C)cc2)c([N+](=O)[O-])c1	5%[57.1 µM]	-4%	-0.4	-3%	2%	3%	10%	-20%	5%
Cc1ccc(Nc2ncccc2C(=O)NCc2cccs2)c(C)c1	27%	-9%	nt	-3%	-13%	-4%	11%	-13%	-16%
COC(=O)CSC1=C(C#N)C(c2cccc(F)c2)CC(=O)N1 (stereo not drawn)	2%	-6%	-0.4	-3%	0%	-1%	0%	?	-9%
Cc1oc(/N=C/c2ccc(Cl)cc2Cl)c(C#N)c1C	2%	-5%	2.2	-2%	-4%	2%	-3%	?	-10%
Cc1ccsc1C(=O)OCC(=O)NC1CCCCC1C (stereo not drawn)	nt	-4%	-1.0	0%	nt	-4%	24%	0%	nt
COc1ccccc1CN1CCN(Cc2nc(Cc3ccccc3)no2)CC1	-1%	-5%	1.2	-7%	-1%	15%	34%[activator]	-5%	-10%
COC(=O)Nc1nnc(/C=C/c2ccc(OC)cc2)s1	0%	-6%	2.5	-6%	-6%	1%	8%	15%	-11%
COc1ccc2oc(C(=O)OCC(=O)NC3CC3)c(C)c2c1	13%	2%	1.2	3%	1%	0%	7%	-10%	-1%
C1CCC(n2nnnc2CN2CCCC2)CC1	2%	1%	0.2	3%	1%	-3%	-8%	-3%	-6%
C=CCNCC(=O)Nc1sc2c(c1C(=O)Nc1ccc(OC)cc1OC)CCC2	4%	-1%[60.1 µM]	-0.2	-5%	-1%	4%	7%	-2%	-9%
CCOc1ccc(CC(=O)Nc2ccc(NC(=O)c3ccco3)cc2)cc1OCC	3%	-22%	-0.2	-4%	-1%	-9%	22%	-6%	-3%
Cc1nnc(SCc2ccccc2)nc1-c1ccccc1	nt	-7%	nt	-2%	nt	nt	13%	24%	nt
O=C(COC(=O)c1ccc(F)cc1)NC1CC1	nt	-3%	0.0	3%	nt	4%	-4%	-7%	nt
O=C(COC(=O)CNS(=O)(=O)c1ccc(F)c(F)c1F)NC1CCCC1	nt	-3%	-0.6	0%	nt	50%	10%	3%	nt

Results in BLM helicase inh and Pol iota inh, for 2 of the compounds above:
mol | BLM helicase inh | Pol iota inh
CCOc1ccc(CC(=O)Nc2ccc(NC(=O)c3ccco3)cc2)cc1OCC | -1% | 22%
Cc1nnc(SCc2ccccc2)nc1-c1ccccc1 | nt | 13%

New compounds follow:
SMILES	Pol beta inh	Pol kappa inh	TRHR ag	ERG-DNA inh	BLM helicase inh	APE1 inh	Pol iota inh	ALOX12 inh	Anesthetic bind
O=C(Cn1cnc2ccccc2c1=O)c1c[nH]c2ccccc12	0%	13%	0.0	10%	1%	-6%	-9%	-7%	-10%
COc1ccc(OC)c(-n2c(N)c(C(=O)NCC3CCCO3)c3nc4ccccc4nc32)c1 (stereo not drawn)	-1%	-4%	0.6	-3%	-5%	-5%	10%	?	-9%
Cc1ccc(Cn2c(=O)n(CCC(=O)NCc3ccc4c(c3)OCO4)c(=O)c3ccccc32)cc1	0%	-12%	-0.5	3%	0%	0%	35%[activator]	75%[activator]	-15%
Fc1ccc(CSc2nnc(-c3cccnc3)o2)cc1	28%	12%	-0.9	9%	-1%	4%	42%[activator]	10%	-22%
CC(C)c1ccc(CN2CCN(C(=O)CCl)CC2)cc1	-1%	-5%	-0.2	0%	3%	35%[activator]	?	-3%	-3%
CCCCC(=O)Nc1ccc(OCc2cc(=O)n3ccc(C)cc3n2)cc1	19%	-5%[60.1 µM]	-0.4	-2%	-3%	nt	-17%	-15%	-9%
CC(C)(O)[C@H]1Cc2cc3ccc(=O)oc3cc2O1	32%	2%	1.0	7%	-2%	3%	58%[activator]	-20%	13%
COc1ccc(NC(=O)C2CCCO2)cc1Cl (stereo not drawn)	-21%	-2%	0.7	7%	1%	-4%	-8%	2%	?
CC(C)=CCC[C@](C)(O[C@@H]1O[C@H](CO[C@@H]2OC[C@H](O[C@@H]3OC[C@@H](O)[C@H](O)[C@H]3O)[C@H](O)[C@H]2O)[C@@H](O)[C@H](O)[C@H]1O)C1CC[C@]2(C)C1[C@H](O)CC1[C@@]3(C)CC[C@H](O)C(C)(C)C3[C@@H](O)C[C@]12C (stereo partly drawn)	nt	7%	nt	4%	nt	-21%	-3%	?	nt
CCOC(=O)c1[nH]c2ccc(OCC)cc2c1NC(=O)CN1CCN(c2ccccc2)CC1	-1%	0%	0.0	0%	-11%	-6%	6%	-21%	-15%
CC1CCC(NC(=O)C(Cc2ccccc2)n2cccc2)CC1 (stereo not drawn)	-22%	0%	-0.1	-3%	-4%	-2%	14%	10%	-19%
O=C(CCc1ccc(S(=O)(=O)NC2CCCCC2)cc1)NCc1ccccn1	0%	0%	-0.5	12%	-18%	11%	-20%	0%	-18%
COc1ccc(N2C(=NC(=O)C3CC3)SC3CS(=O)(=O)CC32)cc1Cl (stereo not drawn)	?	-3%	0.2	10%	-6%	2%	-20%	-3%	-1%
Cc1ccccc1NC(=O)C(NS(=O)(=O)c1ccc2c(c1)c(=O)n(C)c(=O)n2C)c1ccccc1 (stereo not drawn)	4%	14%	-0.5	4%	-3%	-3%	-10%	-1%	?
CCC(=O)N1N=C(c2c(O)n(C)c(=O)n(C)c2=O)CC1c1ccccc1 (stereo not drawn)	-11%	-4%	0.1	4%	-1%	4%	2%	20%	-8%
O=C(NC(NC(=S)Nc1c(Cl)cccc1Cl)C(Cl)(Cl)Cl)OCc1ccccc1 (stereo not drawn)	-28%	-25%	0.8	1%	-2%	0%	7%	-28%	-3%
COc1ccc(CNC(=O)NCCc2c[nH]c3ccccc23)cc1	39%	0%	-1.0	-11%	-3%	-20%	41%[activator]	0%	-6%
COc1ccc(-c2sc3cc4c(cc3c2C#Cc2ccc(N)cc2)OCO4)cc1	nt	2%	nt	0%	nt	14%	-14%	7%	nt
O=C1NC[C@H](c2ccccc2)N(CCc2cc(C(F)(F)F)cc(C(F)(F)F)c2)C1=O	-1%	-7%	-0.7	0%	-5%	1%	36%[activator]	0%	-11%
CCn1c(=O)c2sccc2n2c(CCC(=O)NCc3ccc(Cl)cc3)nnc12	17%	14%	-0.8	4%	-1%	nt	-3%	-13%	-2%
COc1ccc(OC)c(NC(=O)CCCCCn2nnc3ccccc3c2=O)c1	-15%	-8%	-0.7	0%	-7%	35%	5%	-37%	-2%

Some of these compounds in order of count of non-hydrogen atoms, high to low.
SMILES	Pol beta inh	Pol kappa inh	TRHR ag	ERG-DNA inh	BLM helicase inh	APE1 inh	Pol iota inh	ALOX12 inh	Anesthetic bind
CC(C)=CCC[C@](C)(O[C@@H]1O[C@H](CO[C@@H]2OC[C@H](O[C@@H]3OC[C@@H](O)[C@H](O)[C@H]3O)[C@H](O)[C@H]2O)[C@@H](O)[C@H](O)[C@H]1O)C1CC[C@]2(C)C1[C@H](O)CC1[C@@]3(C)CC[C@H](O)C(C)(C)C3[C@@H](O)C[C@]12C (stereo partly drawn)	nt	7%	nt	4%	nt	-21%	-3%	?	nt
Cc1ccccc1NC(=O)C(NS(=O)(=O)c1ccc2c(c1)c(=O)n(C)c(=O)n2C)c1ccccc1 (stereo not drawn)	4%	14%	-0.5	4%	-3%	-3%	-10%	-1%	?
CCOC(=O)c1[nH]c2ccc(OCC)cc2c1NC(=O)CN1CCN(c2ccccc2)CC1	-1%	0%	0.0	0%	-11%	-6%	6%	-21%	-15%
O=C1NC[C@H](c2ccccc2)N(CCc2cc(C(F)(F)F)cc(C(F)(F)F)c2)C1=O	-1%	-7%	-0.7	0%	-5%	1%	36%[activator]	0%	-11%
COc1ccc(OC)c(NC(=O)CCCCCn2nnc3ccccc3c2=O)c1	-15%	-8%	-0.7	0%	-7%	35%	5%	-37%	-2%
O=C(NC(NC(=S)Nc1c(Cl)cccc1Cl)C(Cl)(Cl)Cl)OCc1ccccc1 (stereo not drawn)	-28%	-25%	0.8	1%	-2%	0%	7%	-28%	-3%
CCC(=O)N1N=C(c2c(O)n(C)c(=O)n(C)c2=O)CC1c1ccccc1 (stereo not drawn)	-11%	-4%	0.1	4%	-1%	4%	2%	20%	-8%
COc1ccc(N2C(=NC(=O)C3CC3)SC3CS(=O)(=O)CC32)cc1Cl (stereo not drawn)	?	-3%	0.2	10%	-6%	2%	-20%	-3%	-1%
COc1ccc(CNC(=O)NCCc2c[nH]c3ccccc23)cc1	39%	0%	-1.0	-11%	-3%	-20%	41%[activator]	0%	-6%
CC1CCC(NC(=O)C(Cc2ccccc2)n2cccc2)CC1 (stereo not drawn)	-22%	0%	-0.1	-3%	-4%	-2%	14%	10%	-19%
COc1ccc(NC(=O)C2CCCO2)cc1Cl (stereo not drawn)	-21%	-2%	0.7	7%	1%	-4%	-8%	2%	?

From PubChem
